FUS yeast rescue = FUS proteinopathy suppression in yeast; Potency, µM (highest dose often 76.6 µM), for the others: top-dose growth rescue (activation), actives largely listed as activators; S. cerevisiae FUS-expressing, growth rescue, OD600, 24 h; AID 1347120; 390,000 compounds, 0.24% hits;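 further: potency means the concentration at half of the fitted maximal effect; plate controls were DMSO vehicle for no effect and reference control for full effect; nearly all actives have a fitted effect of over 55% in size; some results filed as inactive show a strong effect at the top dose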
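Yeast expressing FUS under galactose induction, OD 0.005 in 2% galactose medium; compounds in a dilution series, 24 h at 30C. Growth rescue by absorbance at 600 nm; CP55940 positive control, DMSO negative.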
PTHR1 agonist = agonists of human PTHR1 parathyroid hormone receptor; Q03431; HEK293 GP2 PTHR1 cells, GloSensor cAMP luminescence, 1 h; Potency, µM (series often up to 115 µM), inactives show at the top dose activation, most hits filed as activators; 410,000 compounds, 0.075% hits; AID 743266; further: potency means the concentration at half of the fitted maximal effect; nearly all actives have a fitted effect of over 55% in size; some results filed as inactive show a strong effect at the top dose; inactives centre near -15; many of its hits are not listed in these tables
Target sequence (Q03431 whole entry, looked up): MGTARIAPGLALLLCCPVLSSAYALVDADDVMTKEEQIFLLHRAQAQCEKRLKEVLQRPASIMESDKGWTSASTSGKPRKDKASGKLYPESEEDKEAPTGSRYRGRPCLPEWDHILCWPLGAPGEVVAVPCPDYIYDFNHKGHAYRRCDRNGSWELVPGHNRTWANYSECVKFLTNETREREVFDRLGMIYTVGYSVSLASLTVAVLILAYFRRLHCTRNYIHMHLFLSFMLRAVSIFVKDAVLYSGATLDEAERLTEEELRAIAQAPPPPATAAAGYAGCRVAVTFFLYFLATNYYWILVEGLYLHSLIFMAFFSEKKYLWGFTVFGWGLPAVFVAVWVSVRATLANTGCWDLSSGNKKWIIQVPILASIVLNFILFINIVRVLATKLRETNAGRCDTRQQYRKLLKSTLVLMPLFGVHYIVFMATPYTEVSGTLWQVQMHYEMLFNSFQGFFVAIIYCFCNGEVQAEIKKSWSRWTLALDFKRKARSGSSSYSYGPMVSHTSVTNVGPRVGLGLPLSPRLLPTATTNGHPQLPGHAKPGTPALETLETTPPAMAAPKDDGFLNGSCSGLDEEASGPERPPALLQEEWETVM
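HEK-293-derived GP2 cells expressing PTHR1 and a GloSensor cAMP reporter, 3,000/well, plated overnight, given luciferin plus IBMX (each 0.5 mM as added) for 1 h at 37 °C, then compound for 1 h at 37 °C. Luminescence was read after 15 min at room temperature.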
GLP1R inv ag = GLP-1 receptor (human) inverse agonism; P43220; Potency, µM (titrated, usually from 38.3 µM), without a hit: top-dose activity change, negative = inhibition, usual class: inhibitors; 410,000 compounds, 1.6% hits; AID 624417; HEK293 GLP-1R CRE-luciferase, luminescence, 24 h; GLP-1R form is constitutively active; further: potency means the concentration at half of the fitted maximal effect; on the % scale 0 is the no-effect control and ±100 the full control effect; nearly all actives have a fitted effect of over 55% in size
Target sequence (P43220 whole entry, looked up): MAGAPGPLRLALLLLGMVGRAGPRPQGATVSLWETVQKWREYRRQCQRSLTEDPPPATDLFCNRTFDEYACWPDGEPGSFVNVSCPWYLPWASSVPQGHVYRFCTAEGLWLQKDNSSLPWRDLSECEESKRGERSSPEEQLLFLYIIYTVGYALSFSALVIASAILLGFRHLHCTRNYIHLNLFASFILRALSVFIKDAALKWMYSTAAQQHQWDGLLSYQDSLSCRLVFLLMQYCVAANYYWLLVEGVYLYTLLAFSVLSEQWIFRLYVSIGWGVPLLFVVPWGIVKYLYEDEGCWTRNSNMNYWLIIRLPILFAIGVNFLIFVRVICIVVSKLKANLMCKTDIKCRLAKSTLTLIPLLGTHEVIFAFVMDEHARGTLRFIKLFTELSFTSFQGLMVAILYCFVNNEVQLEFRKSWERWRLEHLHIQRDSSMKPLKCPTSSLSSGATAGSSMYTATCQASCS
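Constitutively active GLP-1R drives a cAMP-responsive luciferase in stably transfected HEK293 cells; test compounds are added after overnight (12 h) attachment and left 24 hr, and signal loss in luminescence marks inhibition.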
aSyn rescue = rescues yeast growth from alpha-synuclein toxicity; AID 652106; 370,000 compounds, 0.14% hits; Potency, µM (titrated, usually from 46.1 µM), without a hit: top-dose growth rescue (activation), actives largely listed as activators; Yeast expressing alpha-synuclein, growth rescue, BacTiter-Glo, 24 h; further: potency means the concentration at half of the fitted maximal effect; % of control where 0% means no effect; nearly all actives have a fitted effect of over 65% in size
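Rescue of yeast growth: cells expressing toxic alpha-synuclein, induced in galactose at OD600 0.02, incubated with compound 24 h at 30 C. ATP luminescence quantified growth; inhibitors of toxicity appear as activators.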
TDP43 rescue = rescues yeast growth from TDP-43 toxicity; TDP-43 expressing yeast growth rescue, BacTiter-Glo, 24 h; Potency, µM (titrated, usually from 46.1 µM), for the others: top-dose growth rescue (activation), most hits filed as activators; 410,000 compounds, 1.8% hits; further: potency means the concentration at half of the fitted maximal effect; % of control where 0% means no effect; nearly all actives have a fitted effect of over 50% in size
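Yeast cells expressing TDP-43 under galactose induction are exposed to compounds for 24 hr at 30 deg C. BacTiter-Glo luminescence measures growth, so protective compounds score as activators.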
pAkt inh = blocks phosphorylation of Akt | activity change, % for hits at 50 µM | AID 651550 | Neuro2A IGF-stimulated pAkt S473 HTRF, 20 min; hits give low values | 360,000 compounds, 0.32% hits; in the data active means activity change below about -80%; inconclusive means mostly about -51% to -80%; further: on the % scale 0 is the no-effect control and ±100 the full control effect
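Neuro2A cells in DMEM with 0.5% FBS, overnight at 37 deg C, given compound at single 50 µM final, then IGF (6 nM final) for 20 min at 37 deg C. Lysed; phospho-Akt Ser473 by HTRF after 24 h, 665/615 ratio.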
GLP-1R agonist = activates the human GLP-1 receptor; P43220; HEK293 GLP-1R CRE-luciferase, luminescence, 4-6 h; cells express a hypersensitive GLP-1R form; Potency, µM (highest dose often 45.6 µM), for the others: at the highest dose activation, hits mostly activators; 380,000 compounds, 0.007% hits; AID 624172; further: potency means the concentration at half of the fitted maximal effect; % of control where 0% means no effect
Abeta rescue = restores growth of yeast expressing A-beta42 peptide; yeast expressing A-beta42, growth rescue, OD600, 48 h; response scale: 0% DMSO, 100% iron-clioquinol control; Potency, µM (highest dose often 46.1 µM), for inactives: top-dose growth rescue, hits mostly activators; 410,000 compounds, 0.063% hits; further: potency means the concentration at half of the fitted maximal effect; nearly all actives have a fitted effect of over 55% in size
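Yeast growth medium received pinned compounds, then yeast cells expressing toxic A-beta were added; plates incubated at 30 C for 48 hr. Growth read as absorbance at 600 nm, normalized to DMSO and equimolar FeCl3 plus clioquinol controls.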
D3 antag = blocks the human D3 dopamine receptor. P35462. D3R cells, DiscoveRx beta-arrestin luminescence, antagonist mode; hits give low values. max response, negative = inhibition, %. 360,000 compounds, 2.5% hits. AID 652054; in the data active means max response below about -50%; inconclusive means no clear call, values can overlap the other calls; further: on the % scale 0 is the no-effect control and ±100 the full control effect; mostly tested at two doses, the higher about 12 µM
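Cells expressing the human receptor were seeded at 1500 cells/well, incubated overnight at 37 degrees C in 5% CO2, then exposed to library compounds with dopamine controls for 90 minutes at 37 degrees C before luminescent detection.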
Numbers without * were called inactive; i = inactive; u = inconclusive; x = not tested or not shown; & = joins results of further samples; [ ] = remark or other dose. Unless noted, the call rests on the fitted dose curve; in most records, active means well fitted curve in the direction sought with a large enough effect; inconclusive means small, poorly fitted or top-dose-only effect, or another doubt; inactive means no such curve, though single readings can be large; an effect the other way counts as inactive or inconclusive. Not all compounds are listed; rates above refer to the full screens.

The line under a structure holds: FUS yeast rescue	PTHR1 agonist	GLP1R inv ag	aSyn rescue	TDP43 rescue	pAkt inh	GLP-1R agonist	Abeta rescue	D3 antag
#1 CCCCCCCCCS(=O)(=O)N/N=C/c1cccc([N+](=O)[O-])c1
    37.0%	-11.6%[57.5 µM]	0.0%	14.0%	-4.6%	i	0.1%	3.6%	u
#2 Cc1cc(SCC(=O)OCC(=O)NCc2ccc3c(c2)OCO3)c(C)cc1Br
    -5.0%	-11.1%	-19.4%	8.0%	u	i	-8.0%	14.0%	19.0
#3 CCOc1ccc(NC(=O)CS(=O)CC(=O)NC2CCCc3ccccc32)cc1 (stereo unspecified)
    -2.2%	i	4.3%	5.3%	2.8%	i	-5.0%	5.2%	13.5
#4 CC(=O)c1ccc(OC(C)C)c(CN2CCCCC2)c1
    4.3%	-8.9%[57.5 µM]	7.7%	3.7%	0.0%	i	13.0%	-11.2%	9.7
#5 Cc1ccc(NC(=O)CN(C)CCOc2ccccc2)c([N+](=O)[O-])c1
    10.8%	8.7%	u	5.5%	-19.1%	i	4.5%	-9.2%	-16.9
#6 COc1ccc(/C=C/C(=O)NCC(=O)N/N=C/c2cccs2)cc1
    6.5%	-1.9%	-2.9%	5.7%	7.6%	i	-5.2%	-8.3%	-7.8
#7 CCOc1ccc(N(CC)C(=O)c2nn(-c3ccc(OC)cc3)c(=O)c3c2c2ccccc2n3C)cc1
    23.8%&-1.9%	-12.1%&-10.6%	1.3%&8.1%	16.0%	7.6%&15.2%	i	16.1%	-3.2%&-12.7%	-10.3
#8 CCOc1nc(Nc2ccccc2)nc(OCC)n1
    -4.7%	11.0%	19.4%	4.6%	u	i	9.4%	2.1%	1.7
#9 CC(C)NC(=O)CN(Cc1ccc(F)cc1)C(=O)CCC(=O)Nc1ccccn1
    1.5%	-19.2%	2.8%	-2.8%	5.2%	i	-2.0%	-4.7%	1.6
#10 CC(C)(C)C(=O)NCCCc1nc2ccccc2n1CCCOc1ccc(Cl)cc1
    24.8%	-89.2%[inhibitor][57.5 µM]	u	8.5%	-3.8%	i	-9.5%	0.2%	7.5
#11 CCCCC1=NN(C(=O)c2ccco2)C(O)(C(F)(F)F)C1 (stereo unspecified)
    15.8%	i	2.24µM*	4.0%	-7.2%	i	6.1%	7.1%	-1.7
#12 O=C(CN1C(=O)NC2(CCc3ccccc32)C1=O)NCc1ccc(F)cc1 (stereo unspecified)
    1.6%	-16.0%	-8.2%	-1.2%	-16.4%	i	2.7%	-5.2%	-11.1
#13 COc1ccc(S(=O)(=O)N(C)C[C@@H]2OCCCC[C@@H](C)Oc3ccc(NC(=O)NC(C)C)cc3C(=O)N([C@H](C)CO)C[C@@H]2C)cc1
    u	-20.2%	0.2%	3.4%	0.0%	i	7.6%	6.0%	28.0
#14 Cc1ccc(S(=O)(=O)N2CCC(C(=O)O)CC2)cc1C(=O)O
    -18.7%	-3.8%[57.5 µM]	36.7%[activator]	-3.6%	-5.8%	i	0.5%	1.2%	13.9
#15 O=C1/C(=C/c2cccnc2)SC(=S)N1Cc1ccco1
    x	-25.7%	u	-3.8%	3.6%	i	-14.2%	-10.4%	-12.5
#16 C1CCN(c2nc(N3CCCCC3)nc(N3CCNCC3)n2)CC1
    -7.0%	2.5%[57.5 µM]	u	-11.6%	3.4%	i	-13.7%	14.5%	39.1
#17 CCCCCCN1C(=O)CC(NC(=O)OCC2c3ccccc3-c3ccccc32)C/C=C\C1C(C)C (stereo unspecified)
    13.9%	-33.4%[inhibitor]	u	10.2%	2.8%	i	-8.5%	4.8%	-3.6
#18 C[C@H](CO)N1C[C@H](C)[C@@H](CN(C)S(=O)(=O)c2ccc(F)cc2)Oc2c(NC(=O)Nc3ccccc3)cccc2C1=O
    u	-16.7%	-21.4%	0.4%	6.0%	i	3.9%	7.7%	21.8
#19 Cc1ccc(C)c(OCCC(=O)OCC(=O)N2CCN(S(=O)(=O)c3ccc(Cl)cc3)CC2)c1
    16.2%	-90.3%[inhibitor]	-29.3%	11.0%	u	i	-2.1%	-0.5%	11.7
#20 COc1cc(S(=O)(=O)N2CCN(C)CC2)c(OC)cc1Br
    -18.6%	-11.3%	1.4%	-12.2%	3.8%	i	-22.8%	-6.0%	-12.2
#21 CCOC(=O)CC(=O)c1sc2c(c1N)c(=O)[nH]c(=O)n2-c1ccc(OC)cc1
    0.6%	1.9%	-4.4%	1.1%	22.1%	i	-0.1%	4.1%	7.4
#22 Cc1ccc(-c2c3c(=O)n(C)c(=O)n(C)c3cn2Cc2ccccn2)cc1
    -11.9%	-15.2%[57.5 µM]	10.5%	4.0%	-26.1%	i	6.4%	9.3%	u
#23 COc1ccccc1-c1nnc(SCCOc2ccccc2C)o1
    38.9%	i	-26.6%	x	u	x	x	1.4%	x
#24 CCOC(=O)c1nonc1NC(C)=O
    2.3%	i	14.5%	-1.4%	8.9%	i	-10.7%	8.5%	0.5
#25 CCCc1cc(=O)n2[nH]c(NCc3ccccc3Cl)nc2n1
    21.6%	i	-12.4%	1.9%	-0.5%	i	-9.3%	-5.5%	25.4
#26 Cc1nc2ccccc2cc1C(=O)N/N=C/c1ccc([N+](=O)[O-])cc1
    x	i	-3.7%	-0.1%	-19.8%	i	3.9%	-10.1%	0.8
#27 COC(=O)c1ccc2nc(-c3cccc(Cl)c3)c(Cc3ccsc3)n2c1
    31.3%	i	u	2.0%	u	i	22.5%	-4.2%	0.7
#28 CCOC(=O)Cc1csc(NC(=O)C(C)c2ccc([N+](=O)[O-])cc2)n1 (stereo unspecified)
    -0.3%	-12.1%	-8.4%	-0.3%	-9.4%	i	7.9%	-28.9%	5.5
#29 CCC(=O)Oc1ccc2c(c1)OC1(OC(C)=O)OC(C)CC1=C2C (stereo unspecified)
    22.9%	-1.6%	0.8%	6.1%	0.3%	i	9.7%	5.7%	-8.1
#30 O=[N+]([O-])c1ccc(/C=N/Nc2nc3ccccc3o2)cc1
    -28.9%	i	17.4%	3.8%	6.4%	i	-4.1%	0.9%	-1.3
#31 COc1ccc(NCc2nc3ccccc3n2C)cc1
    -13.4%	-45.6%[inhibitor]	-18.0%	-3.3%	1.0%	i	-3.0%	-12.9%	9.9
#32 COc1ccc(S(=O)(=O)Oc2cccc(/C=N/N=C3/NC(=O)C(CC(=O)O)S3)c2)cc1 (stereo unspecified)
    16.0%	-8.4%	17.1%	-0.4%	-5.1%	i	0.0%	-8.1%	8.5
#33 Cc1ccc(Oc2coc3cc(O)ccc3c2=O)cc1
    10.2%	-4.3%	36.6%[activator]	-11.2%	9.9%	i	5.6%	u	1.9
#34 CC1(C(=O)Nc2cnc3ccccc3c2)CCN1Cc1ccccc1Cl (stereo unspecified)
    -5.3%	-19.8%	u	4.3%	23.3%	i	19.4%	-4.7%	60.0
#35 CCC(=O)c1ccc(OCC(=O)O)cc1
    x	-0.1%	7.9%	2.5%	-3.4%	i	-9.1%	3.7%	9.6
#36 Cc1ccc(NC(=O)C2CCN(S(=O)(=O)c3ccc4c(c3)OCCCO4)CC2)nc1
    -3.8%	-36.4%	5.2%	-1.2%	5.4%	i	-3.0%	7.5%	-20.5
#37 COc1cccc(NC(=O)c2c(C)nn(-c3ccccc3)c2Cl)c1
    -17.0%	-22.0%	u	-15.7%	u	i	8.5%	-15.4%	17.3
#38 O=C(c1nc2ccccc2s1)N1CCN(c2ccccn2)CC1
    9.0%	-5.4%[57.5 µM]	9.3%	2.2%	-6.6%	i	u	12.9%	27.7
#39 COc1ccc(N2CCN(CC(O)COc3ccccc3[N+](=O)[O-])CC2)cc1 (stereo unspecified)
    13.7%	-0.8%	-21.5%	-0.5%	-18.5%	i	0.2%	-11.3%	-54.1*
#40 COc1cc(C(C)=O)ccc1Oc1cc(NN2CCCCC2)c([N+](=O)[O-])cc1[N+](=O)[O-]
    2.8%	i	10.0%	-2.5%	18.9%	i	-1.0%	-16.2%	0.0
#41 CCNc1nc(CN2CCCCC2)nc2scc(-c3ccccc3)c12
    24.1%	-23.7%	u	-2.3%	-2.1%[0.397 µM]	i	21.1%	0.7%	-10.9
#42 O=S(=O)(c1ccc(NC(=S)NCCC(c2ccccc2)c2ccccc2)cc1)N1CCOCC1
    x	i	u	1.3%	-17.1%	i	-9.5%	7.0%	9.6
#43 O=C1N[C@H]2CC=C[C@H]2N(Cc2cccs2)c2ccccc21
    -6.0%	i	-6.8%	0.6%	12.8%	i	-4.3%	-3.0%	18.9
#44 Cc1ccc(NC(=O)CSCC(=O)N2CCOCC2)cc1
    32.4%	i	0.0%	-3.8%	-22.1%	i	-9.0%	-0.7%	-17.4
#45 CS(=O)(=O)N(CC(=O)Nc1ccccc1Sc1ccccc1)C1CCCCC1
    45.3%	23.8%[57.5 µM]	u	13.4%	-1.1%	i	0.8%	10.0%	u
#46 COc1cc(OC)c(NC(=O)Cn2cnc3sc(C)c(S(=O)(=O)N4CCOCC4)c3c2=O)cc1Cl
    -14.8%	i	13.5%	-0.2%	-4.4%	i	12.2%	-8.4%	2.9
#47 CCC(=O)Nc1cc(C(=O)NCC2CCCN2CC)c(OC)cc1N(C)C (stereo unspecified)
    4.6%	26.8%[57.5 µM]	4.4%	0.0%	0.0%	x	-9.9%	4.3%	-91.3*

Entries from the list above containing bromine (2):
The line under a structure holds: FUS yeast rescue	PTHR1 agonist	GLP1R inv ag	aSyn rescue	TDP43 rescue	pAkt inh	GLP-1R agonist	Abeta rescue	D3 antag
#2 Cc1cc(SCC(=O)OCC(=O)NCc2ccc3c(c2)OCO3)c(C)cc1Br
    -5.0%	-11.1%	-19.4%	8.0%	u	i	-8.0%	14.0%	19.0
#20 COc1cc(S(=O)(=O)N2CCN(C)CC2)c(OC)cc1Br
    -18.6%	-11.3%	1.4%	-12.2%	3.8%	i	-22.8%	-6.0%	-12.2
